Screening results as filed in PubChem BioAssay.
RXFP1 antagonist – blocks the human relaxin receptor RXFP1; Q9HBX9; HEK293-RXFP1, relaxin-stimulated cAMP HTRF, 30 min; active compounds read low; activity change, negative = inhibition, % at 57.5 µM; 350,000 tested, 0.59% active; AID 1259400;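 active = activity change of -60% or lower, but not beyond a set lower limit; inconclusive = change between -60% and -40%, or beyond the set limit; inactive = change above -40%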
Target sequence (Q9HBX9 whole entry, looked up): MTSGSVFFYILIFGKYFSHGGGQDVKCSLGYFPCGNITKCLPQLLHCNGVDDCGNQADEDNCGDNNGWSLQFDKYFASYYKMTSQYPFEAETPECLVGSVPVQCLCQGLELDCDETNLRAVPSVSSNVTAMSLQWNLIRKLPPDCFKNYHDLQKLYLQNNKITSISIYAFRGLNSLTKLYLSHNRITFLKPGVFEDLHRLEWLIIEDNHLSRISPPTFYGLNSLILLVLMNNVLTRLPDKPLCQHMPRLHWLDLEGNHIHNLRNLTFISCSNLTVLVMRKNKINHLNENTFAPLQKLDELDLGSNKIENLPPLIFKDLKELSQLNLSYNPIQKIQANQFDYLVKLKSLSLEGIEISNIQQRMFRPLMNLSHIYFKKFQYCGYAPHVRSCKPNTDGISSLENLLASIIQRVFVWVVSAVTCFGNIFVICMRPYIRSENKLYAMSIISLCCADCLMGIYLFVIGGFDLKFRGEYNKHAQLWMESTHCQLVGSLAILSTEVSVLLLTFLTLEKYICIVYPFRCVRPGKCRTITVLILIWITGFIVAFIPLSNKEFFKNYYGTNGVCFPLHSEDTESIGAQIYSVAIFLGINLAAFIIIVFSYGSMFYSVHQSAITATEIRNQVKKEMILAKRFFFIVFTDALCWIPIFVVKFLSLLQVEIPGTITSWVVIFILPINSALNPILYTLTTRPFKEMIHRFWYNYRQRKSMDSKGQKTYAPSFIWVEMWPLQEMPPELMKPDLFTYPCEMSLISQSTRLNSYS
Starred values were filed as active, the others as inactive; ? = inconclusive. % is set by controls: 0 for no effect and ±100 for the full control effect.

SMILES	RXFP1 antagonist
CC(C)(C)c1ccc(C(=O)CCCN2CCC(OC(c3ccccc3)c3ccccc3)CC2)cc1	6.9
Cc1ccc(-c2csc(NC(=O)c3c(C)noc3C)n2)s1	-26.2
CC1(CCc2ccccc2)NC(=O)NC1=O (stereo not drawn)	-10.7
O=C(NN=Cc1ccccc1C(=O)O)c1cccc(S(=O)(=O)Nc2cccc(C(F)(F)F)c2)c1	6.4
C[C@H](CO)N1C[C@H](C)[C@H](CN(C)C(=O)Nc2ccnc(N3CCOCC3)c2)OCc2cnnn2CCCC1=O	-2.6
CCC(=Cc1ccccc1O)c1ccncc1	5.8
COc1ccccc1N(CCOc1ccccc1)S(=O)(=O)c1ccccc1	13.4
OCC1OC(n2ccc3c(NO)ncnc32)C(O)C1O (stereo not drawn)	-8.5
CC(C)(C)N(Cc1ccc2c(c1)OCO2)C(=O)/C=C\S(=O)c1ccccc1 (stereo not drawn)	-6.5
c1ccc(NN(Cc2cnccn2)c2ccccc2)cc1	-9.2
CCOc1ccccc1C(=O)Nc1ccc2nc(N3CCN(c4ncccn4)CC3)cc(C)c2c1	-3.7
O=C(c1ccc(S(=O)(=O)Cc2cc(F)ccc2F)c([N+](=O)[O-])c1)N1CCOCC1	3.7
COc1ccc(S(=O)(=O)N2CCN(CC(=O)N3CCNC3=O)CC2)cc1OC	2.2
COc1cccc(CNC(=O)COC(=O)c2ccc(Cl)s2)c1	-7.1
Cc1c(C(=O)NC(=S)Nc2ccc(NC(=O)c3cccs3)cc2)cccc1[N+](=O)[O-]	-10.6
Cc1ccc2cc(CNC[C@H]3O[C@@H](n4cc(C)c(=O)[nH]c4=O)C[C@@H]3O)c(N3CCOCC3)nc2c1	3.4
C[C@H]1CN([C@@H](C)CO)C(=O)CCCn2cc(nn2)CO[C@@H]1CN(C)C(=O)c1cc(-c2ccccc2)on1	14.3
CCCN(C(=O)COC(=O)CCC(=O)c1ccccc1)c1c(N)n(Cc2ccccc2)c(=O)[nH]c1=O	4.1
CCOC(=O)c1c(C)oc2cc(Sc3ccccc3)c(O)c(O)c12	-12.3
CCN1C(=O)[C@H]2[C@@H](c3ccc(C)cc3)N[C@]3(CCCN(Cc4ccc(C(F)(F)F)cc4)C3=O)[C@H]2C1=O	-12.8
O=S(=O)(Nc1ccc(-c2cn3c(n2)SCC3)cc1)c1cc(F)ccc1F	4.3
O=C1NC(=O)c2c(Br)c(Br)c(Br)c(Br)c21	16.7
Cn1c(N)c(C(=O)N2CCN(c3ccccc3)CC2)c(=O)n(C)c1=O	8.2
OCC1OC(Oc2c(Br)cc(Br)cc2Br)C(O)C(O)C1O (stereo not drawn)	6.3
c1ccc2c(-c3nc4ccccc4[nH]3)cccc2c1	-3.3
C[C@@H]1CN([C@H](C)CO)C(=O)c2cc(Br)cnc2O[C@@H]1CN(C)Cc1cncnc1	4.1
CCOc1ccccc1/C=C/C(=O)N1CCN(C(=O)c2ccco2)CC1	-0.6
O=C(Nc1nnc(-c2ccccc2)o1)c1cccc(S(=O)(=O)N2CCOCC2)c1	-14.3
CC1=C(C(=O)N(C)C)CC(CC(=O)NC(c2ccccc2)c2ccccc2)C(=O)N1Cc1ccc(F)cc1 (stereo not drawn)	4.9
COc1ccc(Cl)cc1NC(=O)COC(=O)c1ccc(Br)o1	-6.7
c1ccc(Cc2c(-c3ccccc3)nc3c4ccccc4ccn23)cc1	3.1
CC(C)CN(C(=O)CSc1nc2ccccc2[nH]1)c1c(N)n(Cc2ccccc2)c(=O)[nH]c1=O	-0.7
CCN(CC(=O)Nc1ccc(NC(C)=O)cc1)C(=O)c1ccc(N2C(=O)c3ccccc3C2=O)cc1	-6.1
CC(C)Cn1c(SCC(=O)NC2CC2)nc2ccccc21	-14.5
CCCn1c(N)c(N(CCOC)C(=O)CSc2c(Cl)cccc2Cl)c(=O)[nH]c1=O	6.5
COc1cc(/C=C/C(=O)OCC(=O)Nc2cc(S(=O)(=O)N3CCCC3)ccc2Cl)cc(OC)c1OC	-3.4

Overlap with the part before: 4 compounds; new compounds follow.
SMILES	RXFP1 antagonist
CCN(CC(=O)Nc1ccc(NC(C)=O)cc1)C(=O)c1ccc(N2C(=O)c3ccccc3C2=O)cc1	-6.1
CC(C)Cn1c(SCC(=O)NC2CC2)nc2ccccc21	-14.5
CCCn1c(N)c(N(CCOC)C(=O)CSc2c(Cl)cccc2Cl)c(=O)[nH]c1=O	6.5
COc1cc(/C=C/C(=O)OCC(=O)Nc2cc(S(=O)(=O)N3CCCC3)ccc2Cl)cc(OC)c1OC	-3.4
O=C1CCC(C(=O)OCC(=O)Nc2ccccc2Br)=NN1	6.8
COc1ccc(C(=O)C=Cc2ccc3c(c2)OCO3)cc1OC	2.2
CCCN(CC(=O)Nc1ccccc1OC)C(=O)c1ccccn1	2.5
O=C(CSc1cccc(C(F)(F)F)c1)Nc1nnc(C2CC2)s1	0.8
O=S(=O)(/N=C(/Nc1cccnc1)c1ccccc1)c1ccc(F)cc1F	1.6
CC(C)[C@H](NC(=O)c1ccccc1)C(=O)OCC(=O)Nc1sccc1C(N)=O	3.9
Nc1ccc(N=Nc2ccccc2O)c(N)c1	3.4
O=C(Nc1cccc(S(=O)(=O)NC2=NCCC2)c1)c1ccccc1F	-9.1
CC(=O)c1c(C)[nH]c(C(=O)OCC(=O)Nc2cccnc2Cl)c1C	-3.9
O=C(O)c1ccc(/C=N/NC(=O)c2cc3ccccc3cc2O)cc1	6.8
O=C(O)CNc1nc(NCc2ccc(Cl)cc2)ccc1[N+](=O)[O-]	3.3
CC1COCC(C)N1C(=O)c1cccnc1 (stereo not drawn)	0.7
Clc1ccc(Br)c(-c2nc3ccccc3[nH]2)c1	2.4
CCCCCCN1C[C@@H](n2cc(COC(=O)c3ccccc3)nn2)[C@H](O)C[C@@H]1c1ccccc1	-11.7
O=c1[nH]c2c(c(=O)[nH]1)OCN(Cc1ccccc1)C2	-3.7
C[C@H]1CN([C@@H](C)CO)C(=O)c2cc(Br)cnc2O[C@@H]1CN(C)S(=O)(=O)c1ccccc1	-1.1
Cc1cccc(S(=O)(=O)N(C)C[C@@H]2OCc3cnnn3CCCC(=O)N([C@H](C)CO)C[C@H]2C)c1	1.3
COc1ccccc1NC(=O)N(C)C[C@H]1OCc2cnnn2CCCC(=O)N([C@H](C)CO)C[C@@H]1C	-8.6
O=C(CSc1ncn[nH]1)Nc1nc2c(F)c(F)c(F)cc2s1	7.7
COCCN(CC(=O)Nc1cccc(C)c1C)C(=O)C1(c2ccccc2)CC1	5.2
CN(C)c1cccc(C(=O)NNC(=O)C23CC4CC(CC(C4)C2)C3)c1	1.1
CCN(CC)CCOc1ccc(C(O)(Cc2ccc(Cl)cc2)c2ccc(C)cc2)cc1 (stereo not drawn)	-91.2*
O=C(NCCN1CCOCC1)C(=O)NCC1OCCN1S(=O)(=O)c1ccc(Cl)cc1 (stereo not drawn)	9.2
COc1ccc(C=NNC(=S)NN=Cc2ccc(OC)c(OC)c2)cc1OC	-3.2
Cc1ccc(S(=O)(=O)N2CC3(O)CN(C(=O)OC(C)C)N(C(=O)OC(C)C)CC3(OC(=O)NCc3ccco3)C2)cc1 (stereo not drawn)	-2.7
CC(C)CN(C(=O)COC(=O)c1cc2ccccc2cc1O)c1c(N)n(Cc2ccccc2)c(=O)[nH]c1=O	-21.3
COC(=O)c1ccc(NC(=O)c2ccccc2C(=O)Nc2ccc(C(=O)OC)cc2)cc1	7.0
CC(C)(C)NCCC(O)c1cc(C(F)(F)F)nc2c(C(F)(F)F)cccc12 (stereo not drawn)	-18.5
COc1ccc(CC(=O)NCc2cccc(Cl)c2)cc1S(=O)(=O)N1CCOCC1	1.9
C[C@@H]1CN([C@H](C)CO)C(=O)CCCn2nncc2CO[C@H]1CN(C)C(=O)Nc1ccnc(N2CCOCC2)c1	1.0
O=c1c([N+](=O)[O-])cn(Cc2ccccc2)c(=O)n1Cc1ccccc1	-11.7
C[C@H](CO)N1C[C@H](C)[C@@H](CN(C)C(=O)CCCN(C)C)OCc2cn(nn2)CCCC1=O	-2.8
O=C(COC(=O)CNC(=O)c1ccccc1Cl)NC1CC1	-4.5
Cc1ccc(NC(=O)c2nc3nccc(C)n3n2)cc1S(=O)(=O)N1CCCCC1	6.2
CCCN1C(=O)/C(=C/c2ccc(OCc3ccc(C(=O)O)cc3)c(OC)c2)NC1=S	-33.1
O=C1NC(=O)C(CSc2ccccc2)(c2ccccc2)N1 (stereo not drawn)	-16.6

Records listed so far that bear a hit mark in RXFP1 antagonist:
SMILES	RXFP1 antagonist
CCN(CC)CCOc1ccc(C(O)(Cc2ccc(Cl)cc2)c2ccc(C)cc2)cc1 (stereo not drawn)	-91.2*

(further entries)
SMILES	RXFP1 antagonist
Oc1ccc(C=NN=Cc2ccco2)c(O)c1	-17.6
Cc1ccc(OCC(=O)NNC(=O)c2ccc(F)c(S(=O)(=O)N3CCOCC3)c2)cc1C	1.4
CC1CCCC(NC(=O)COC(=O)[C@@H](NC(=O)c2ccc(F)cc2)C(C)C)C1C (stereo partly drawn)	-3.1
Cc1ccc(NC(=O)CN(C)C(=O)C2CCC2)cc1	-6.2
COc1cccc(NC(=O)N(C)C[C@H]2Oc3cc(C#Cc4ccncc4)ccc3S(=O)(=O)N([C@H](C)CO)C[C@H]2C)c1	1.2
O=C(c1ccc(Cl)c(S(=O)(=O)N2CCCC2)c1)N1CCN(Cc2ccccc2)CC1	1.1
Cc1cc(/C=C(\C#N)C(=O)NCc2ccccc2)c(C)[nH]1	-0.7
CCC1CCc2c(sc(N)c2C(N)=O)C1 (stereo not drawn)	-5.3
O=C(/C=C/c1ccc(F)cc1)Nc1cccc(S(=O)(=O)N2CCOCC2)c1	?
COCCn1c(SCC(=O)Nc2ccc3c(c2)OCCO3)nnc1-c1ccncc1	-5.9
CCCCCC(=O)N1C[C@@H](n2cc(C3CC3)nn2)[C@H](O)C[C@@H]1c1ccc(OC)cc1	-2.9
Cc1[nH]c2ccccc2c1/C=N\NC(=O)c1ccccc1Cl	-4.3
CCN1C(=O)[C@H]2[C@@H](c3ccc(C)cc3)N[C@]3(CCCN(CC4CCCCC4)C3=O)[C@H]2C1=O	1.0
C[C@H](CO)N1C[C@H](C)[C@@H](CN(C)Cc2ccccn2)Oc2ncc(Br)cc2C1=O	-9.4
N#CC(CCc1ccc([N+](=O)[O-])cc1)(CCc1ccc([N+](=O)[O-])cc1)C(N)=O	-22.8
CCOc1cc(N2CCOCC2)c(OCC)cc1NC(=O)COC(=O)c1c(C)noc1C	5.6
Cc1cc(C)c(NC(=O)CN2CCN(S(=O)(=O)c3ccc4c(c3)OCCO4)CC2)c(C)c1	1.0
CC(=NNC(=O)C(C)SC(C)C(=O)NN=C(C)c1cccnc1)c1cccnc1 (stereo not drawn)	10.3
Cc1cc(C)n2nc(SCC(=O)N3CC(C)CC(C)C3)nc2n1 (stereo not drawn)	8.4
Cc1cc(=O)c(C(=O)O)c(C)n1-c1ccccc1	4.0
COc1ccccc1N1CCN(CC(=O)Nc2cc(C)nn2-c2nc(C)cc(C)n2)CC1	-4.7
COc1cccc(-c2cccc(NC(=O)C3CCN(CCCn4cccn4)CC3)c2)c1	4.0
CCC[C@@H]1C[C@@H](C(=O)N[C@@H]([C@H]2O[C@H](SC)[C@H](O)[C@@H](O)[C@H]2O)[C@@H](C)O)N(C)C1	8.4
COc1ccc(C(C)=NNc2ccc([N+](=O)[O-])cc2S(=O)(=O)Nc2ccccc2C(=O)O)c(OC)c1	5.1
O=C(O)Cc1ccc(O)cc1	4.3
CC(/C=C/c1ccc2c(c1)OCO2)=N/NC(=O)CNc1ccc(C)cc1	1.6
CC(=O)OCC(=O)C1(O)CCC2C3CC(C)C4=CC(=O)CCC4(C)C3C(O)CC21C (stereo not drawn)	-0.4
Cc1nc2ccc(NS(=O)(=O)c3c(F)cccc3F)cc2s1	-2.6
CCCCN(C(=O)CSc1nc(CCC)cc(=O)[nH]1)c1c(N)n(Cc2ccccc2)c(=O)[nH]c1=O	10.0
O=C(CSc1nc2ccccc2o1)NC1CCS(=O)(=O)C1 (stereo not drawn)	-10.6
CC(NC(=O)COC(=O)C1CCN(c2ccc(C(F)(F)F)cn2)CC1)c1ccccc1 (stereo not drawn)	4.6
CCOC(=O)c1nnsc1C(OC)Oc1ccccc1 (stereo not drawn)	-0.7
CCCCN1C[C@H](C)[C@@H](CC(=O)Nc2ccccc2)C1=O	-0.3
COc1ccc(CCNS(=O)(=O)c2ccc3c(c2)CCCC3)cc1OC	-7.6
NC1(C(=O)O)CSSC1	-0.2
O=C(Nc1cc(C(F)(F)F)ccc1N1CCOCC1)C1CCCO1 (stereo not drawn)	-11.3
CN(c1ccc(OCC(=O)NC2CCC(O)CC2)cc1)S(=O)(=O)c1ccc(Cl)cc1 (stereo not drawn)	-1.0
COc1ccccc1C=NN=Cc1ccccc1O	-19.6
COc1ccc(C2C(C(C)=O)=C(C)N=c3s/c(=C\c4ccc5c(c4)OCO5)c(=O)n32)c(OC)c1 (stereo not drawn)	-8.4
COc1ccc(C(C#N)=Cc2cccc(OC)c2OC)cc1	-9.7
CCOC(=O)c1c(NC(C)=O)sc2c1CCC(C=NCCCN(CC)CC)=C2Sc1ccccc1	-4.4
O=C(Nc1ccn(CCCN2CCN(c3ncccn3)CC2)c(=O)n1)OCc1ccccc1	-4.5

4 entries from above, reformatted:
> CCOC(=O)c1c(NC(C)=O)sc2c1CCC(C=NCCCN(CC)CC)=C2Sc1ccccc1
- RXFP1 antagonist = -4.4

> CN(c1ccc(OCC(=O)NC2CCC(O)CC2)cc1)S(=O)(=O)c1ccc(Cl)cc1 (stereo not drawn)
- RXFP1 antagonist = -1.0

> COc1ccc(C(C#N)=Cc2cccc(OC)c2OC)cc1
- RXFP1 antagonist = -9.7

> COc1ccc(C2C(C(C)=O)=C(C)N=c3s/c(=C\c4ccc5c(c4)OCO5)c(=O)n32)c(OC)c1 (stereo not drawn)
- RXFP1 antagonist = -8.4

These rows are one share of the data; rates above refer to the full screens.
